Screening data deposited in PubChem by Broad Institute.
DENV2 CPE rescue: inhibitors of DENV2 cytopathic effect; DENV2-infected cells, cytopathic effect rescue, plate reader; 1.7% of 350,000 active; AID 651640; CPE inhibition, % at 9.99 µM; in the data active = CPE inhibition above about 20%, passing the limit was not always enough; inconclusive = no clear call, values can overlap the other calls; tested in BHK-21 cells;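 also: 0% = median of neutral control wells and 100% = median of positive control wells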
E-sel inducer: E-selectin induction on HUVECs. P16581. HUVEC E-selectin immunofluorescence imaging; normalized: neutral wells 0, TNF-alpha wells 100. activation, % at 7.58 µM. 0.37% of 260,000 active. AID 686992;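 active = mean E-selectin-positive cell signal at least 10% of the positive control, reached in at least 60% of replicates, without over 20% cell loss; inconclusive = no rule given, readout overlaps actives, possibly toxicity-flagged; inactive = the rest, including those meeting only one limit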;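 also: in these data hits start at about 27%; measured in HUVEC primary endothelial cells; signal is the percent of cells scored E-selectin positive by PE staining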
Target sequence (P16581 whole entry, looked up): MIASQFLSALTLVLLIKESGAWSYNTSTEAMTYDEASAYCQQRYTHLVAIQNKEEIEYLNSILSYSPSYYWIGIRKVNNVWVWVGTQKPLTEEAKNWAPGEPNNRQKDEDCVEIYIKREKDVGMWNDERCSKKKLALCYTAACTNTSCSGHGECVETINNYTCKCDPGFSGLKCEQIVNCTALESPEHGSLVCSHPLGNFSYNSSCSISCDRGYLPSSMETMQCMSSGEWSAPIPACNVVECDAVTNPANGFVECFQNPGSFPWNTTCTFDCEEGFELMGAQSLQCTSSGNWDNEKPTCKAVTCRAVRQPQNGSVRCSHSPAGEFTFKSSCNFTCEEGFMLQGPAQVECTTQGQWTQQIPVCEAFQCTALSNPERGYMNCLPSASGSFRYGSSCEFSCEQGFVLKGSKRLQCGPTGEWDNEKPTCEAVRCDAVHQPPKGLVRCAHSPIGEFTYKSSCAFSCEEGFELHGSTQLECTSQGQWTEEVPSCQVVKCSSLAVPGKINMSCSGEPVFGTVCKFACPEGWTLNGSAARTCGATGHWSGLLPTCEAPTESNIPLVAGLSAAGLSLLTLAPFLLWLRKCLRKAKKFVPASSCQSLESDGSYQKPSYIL
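material = human umbilical vein endothelial cells (HUVEC), E-selectin induction | quantity = 3,000 cells/well | medium = EGM-2 growth medium on 0.1% gelatin-coated wells | technique = immunofluorescence imaging | read-out basis = % PE-positive cells | control set = TNF-alpha positive control, DMSO neutral control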
PglD inh: inhibitors of Campylobacter jejuni PglD acetyltransferase; purified PglD enzyme, DTNB colorimetric CoA detection; inhibition, % at 12.5 µM; 0.098% of 360,000 active; in the data active = inhibition above about 16%, passing the limit was not always enough; inconclusive = no clear call, values can overlap the other calls; also: strong numbers were not always called active
C2C12 statin: suppressors of simvastatin-induced myotoxicity in C2C12 myotubes; ATP luminescence, 48 h; scaled: DMSO 0, geranylgeraniol control 100; rescue of ATP level, % at 7.49 µM; 0.78% of 330,000 active; AID 602340;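 active = mean ATP rescue above about 67%, or every replicate alone reaching that limit, limit read from the data, passing the limit was not always enough; inconclusive = no clear call, values can overlap the other calls; inactive = mean under the limit and some replicate under it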;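 also: myotubes were challenged with 10 µM simvastatin during compound exposure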
ERp5 block: blocks human ERp5 reductase activity on insulin; Q15084; inhibition, % at 9.99 µM; 0.05% of 350,000 active; ERp5 insulin aggregation, absorbance 650 nm, 90 min;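 active = mean replicate inhibition above about 25%, with every replicate also reaching it, limit read from the data, passing the limit was not always enough; inconclusive = only one of those two criteria met; inactive = neither criterion met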
Target sequence (Q15084 whole entry, looked up): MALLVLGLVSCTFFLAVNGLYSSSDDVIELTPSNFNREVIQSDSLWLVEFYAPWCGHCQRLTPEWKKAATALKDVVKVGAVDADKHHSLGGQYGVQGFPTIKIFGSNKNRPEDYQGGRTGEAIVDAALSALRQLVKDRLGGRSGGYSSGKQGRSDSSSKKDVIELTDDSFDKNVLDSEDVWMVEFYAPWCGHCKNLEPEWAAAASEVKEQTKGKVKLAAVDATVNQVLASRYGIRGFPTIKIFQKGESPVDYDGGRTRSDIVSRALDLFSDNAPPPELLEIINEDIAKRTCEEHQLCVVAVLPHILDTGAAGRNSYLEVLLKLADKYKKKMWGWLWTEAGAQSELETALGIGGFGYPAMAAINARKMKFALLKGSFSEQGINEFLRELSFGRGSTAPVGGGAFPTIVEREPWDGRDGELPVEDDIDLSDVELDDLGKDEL
SIRT5 inh: inhibitors of human sirtuin-5 desuccinylase. Q9NXA8. Purified SirT5, succinyl-peptide AMC, trypsin-coupled fluorescence. inhibition, % at 15 µM. 1.1% of 330,000 active; in the data active = inhibition above about 15%; inconclusive = no clear call, values can overlap the other calls
S100A4 MyoIIA: blocks human S100A4 binding to myosin IIA peptide | 0.14% of 360,000 active | P26447 | inhibition, % at 10.7 µM | S100A4/TAMRA-MyoIIA peptide fluorescence polarization;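 active = mean inhibition of at least 70% across replicates, with every replicate also reaching that level; inconclusive = mean inhibition reaches 70% but some replicates fall short; inactive = mean inhibition below 70%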
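Assay system: human S100A4 monomer with TAMRA-labelled myosin IIA peptide / Buffer or medium: Calcium-containing HEPES buffer, pH 7.2 / Reagent: TAMRA-labelled myosin IIA heavy-chain peptide probe, 5 nM / Compound: one dose per compound / Timing: polarization read 5 min after assay mix addition, stable 5–60 min / Benchmarks: neutral control DMSO, positive control TFP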
Numbers without * were called inactive; ? = inconclusive; nt = no result given. These rows are one share of the data; the hit share may differ from the screen's.

SMILES | DENV2 CPE rescue | E-sel inducer | PglD inh | C2C12 statin | ERp5 block | SIRT5 inh | S100A4 MyoIIA
OCC1(CCc2ccccc2)CCCN(C/C=C/c2ccccc2)C1 (stereo not given) | 1.7 | 0.1 | -5.0 | -5.7 | 4.0 | -5.3 | -6.3
CC(C)(C)c1ccc(Oc2ccc(NC(=O)c3ccco3)cn2)cc1 | -6.6 | -8.3 | nt | nt | 0.6 | 2.1 | 1.8
CC=Cc1ccc2n(c1=O)C[C@H]1[C@H](CO)[C@@H](C(=O)NCCC)[C@@H]2N1CC1CC1 (mixture of isomers) | -2.1 | 1.2 | -5.5 | -14.3 | -9.0 | 2.2 | 3.5
COc1ccc(CCNC(=O)C2CC(c3ccccc3F)=NO2)cc1 (stereo not given) | nt | -0.1 | 3.7 | -15.1 | nt | nt | nt
CCOC(=O)c1[nH]c(C)c(/C(O)=C2\C(=O)C(=O)N(CCCN3CCOCC3)C2c2cccs2)c1C (stereo not given) | 1.3 | nt | nt | nt | -6.5 | -4.6 | 1.6
CCCCn1c(N)c(N(C)C(=O)c2ccccc2Oc2ccccc2)c(=O)[nH]c1=O | 6.2 | nt | -3.9 | 19.2 | 0.4 | -1.1 | -13.7
CC1C=NC(S(=O)(=O)N2CC[C@H]3[C@@H](CO)N(C)c4ccc(C#Cc5ccccc5)cc4[C@H]32)=N1 (stereo not given in full) | -13.3 | 0.4 | 4.5 | -4.7 | 14.3 | 1.2 | -33.9
CO[C@@H]1CN(C)C(=O)c2ccc(NC(=O)c3cnccn3)cc2OC[C@H](C)NC[C@H]1C | -1.3 | 0.0 | -3.0 | -7.6 | -1.8 | -0.7 | 7.6
Cn1ccc(NC(=O)c2ccc([N+](=O)[O-])cc2)n1 | -5.2 | nt | -3.8 | -3.3 | 1.2 | -2.7 | -3.5
C[C@H](CO)N1C[C@H](C)[C@H](CN(C)CC2CCCCC2)Oc2c(NC(=O)c3ccncc3)cccc2C1=O | 3.9 | 0.0 | -2.0 | -17.2 | -1.1 | -2.7 | -11.1
C[C@@H]1CN([C@H](C)CO)C(=O)c2cc(NS(=O)(=O)c3ccc(F)cc3)ccc2O[C@@H](C)CCCCO[C@H]1CN(C)C(=O)Nc1ccccc1 | -1.9 | -0.2 | nt | nt | 3.0 | 5.9 | -4.6
COc1ccc(OC)c2[nH]c(=O)c(CCNS(=O)(=O)c3ccc(F)cc3)cc12 | 7.3 | -0.1 | -2.6 | 1.4 | -1.1 | -3.6 | -14.3
Cc1cccc(C(=O)O)c1NC(=O)Cc1cccc2ccccc12 | -1.8 | nt | -2.7 | 4.9 | -1.3 | 1.6 | -1.1
CC1CCC(CC(=O)O)(C(=O)O)CC1 (stereo not given) | -0.4 | 0.0 | 7.1 | -0.7 | 6.8 | -4.7 | 2.2
COC(=O)CN1C(=O)[C@H]2[C@@H](c3ccc(C)o3)N3C(=O)CN(CC4CC4)C(=O)[C@@]3(Cc3ccccc3)[C@H]2C1=O | -7.1 | -0.1 | nt | 12.4 | -7.7 | 2.4 | 2.2
O=C(Nc1ccc2c(c1)[C@H]1C[C@H](CC(=O)N3CCOCC3)O[C@@H](CO)[C@H]1O2)C1CCOCC1 | 19.8 | -0.5 | 0.5 | 13.1 | 0.8 | -0.3 | 9.7
O=C(NCc1ccco1)c1ccc2nccnc2c1 | 1.6 | 0.4 | -7.9 | -3.0 | -2.4 | 2.2 | -3.8
CC(C)=C1CCC(C)CC1=NNC(N)=S (stereo not given) | 8.0 | -0.2 | -2.5 | -15.3 | 4.7 | 0.5 | 0.2
Cc1ccc(NC(=O)COc2ncnc3cc([N+](=O)[O-])ccc23)cc1S(=O)(=O)N1CCOCC1 | 6.9 | 0.5 | 0.4 | nt | -2.3 | 3.0 | 4.2
Cc1cccc(C(O)c2cnc(C)n2Cc2ccccc2)c1 (stereo not given) | nt | nt | -2.0 | -16.2 | -8.2 | -1.7 | -1.2

Sorted by value in SIRT5 inh (largest number first): 3 from the list above
SMILES	SIRT5 inh
C[C@@H]1CN([C@H](C)CO)C(=O)c2cc(NS(=O)(=O)c3ccc(F)cc3)ccc2O[C@@H](C)CCCCO[C@H]1CN(C)C(=O)Nc1ccccc1	5.9
CC(C)=C1CCC(C)CC1=NNC(N)=S (stereo not given)	0.5
O=C(Nc1ccc2c(c1)[C@H]1C[C@H](CC(=O)N3CCOCC3)O[C@@H](CO)[C@H]1O2)C1CCOCC1	-0.3

Continuation:
SMILES | DENV2 CPE rescue | E-sel inducer | PglD inh | C2C12 statin | ERp5 block | SIRT5 inh | S100A4 MyoIIA
CC(=O)N1[C@@H](CO)[C@@H](c2ccc(-c3ccccc3)cc2)[C@@H]1CNC(=O)C1CC1 | -2.0 | 0.1 | -1.4 | -13.1 | nt | nt | nt
OCCNc1nc(N2CCCCC2)nc2ccccc12 | 3.1 | nt | 5.1 | -5.9 | 0.5 | -13.0 | -0.7
COc1ccc(CNC(=O)CCSCc2cccc(F)c2)cc1 | 0.9 | 0.4 | -1.5 | 5.1 | 1.8 | -5.8 | -4.2
O=C(C[C@H]1C[C@@H]2c3cc(NC(=O)C4CCOCC4)ccc3O[C@@H]2[C@@H](CO)O1)NCc1ccc(Cl)cc1 | -0.3 | 0.5 | 1.9 | 0.0 | -0.2 | -1.7 | -0.4
CC/C(=C1/C(=O)CC(C)(C)C(C(=O)OC)C1=O)N1CCCC1 (stereo not given) | nt | nt | 8.6 | 8.5 | nt | nt | -13.3
CCCC(=O)Nc1ccc2c(c1)OC[C@@H](C)N(CCC)C[C@H](C)[C@H](OC)CN(C)C2=O | -3.8 | 0.3 | 0.2 | -5.1 | -3.2 | 2.2 | -4.3
O=C(N=Nc1c(O)[nH]c2ccccc12)c1ccco1 | -3.9 | nt | -5.3 | -15.2 | -2.1 | -6.6 | 2.1
COc1ccccc1NC(=O)N[C@H]1CC[C@@H](CCNC(=O)c2ccc3c(c2)OCO3)O[C@H]1CO | 6.6 | -0.2 | 0.4 | -9.2 | -4.2 | -0.8 | 1.4
CCOC(=O)COC(=O)c1ccc(Oc2cc(C)nc(SC)n2)cc1 | nt | -1.0 | -2.1 | -0.3 | nt | nt | nt
CCc1ccc(-c2nc(SCC(=O)NC3CCCC3)n[nH]2)cc1 | 2.0 | -0.9 | -2.3 | 0.8 | 5.0 | 0.2 | -4.6
CCC(=O)N1CCC2(CC1)CN(Cc1ccccn1)[C@H](CO)c1[nH]c3cc(OC)ccc3c12 | 11.5 | 0.2 | nt | nt | -4.9 | -0.3 | 6.2
COc1ccc2c3c(n(C)c2c1)[C@H](CO)N(C(C)=O)CC31CN(C(=O)Nc2ccccc2F)C1 | -5.9 | 0.1 | nt | nt | 0.5 | -1.7 | 60.6
COc1ccc(NC(=O)N(C)C[C@@H]2Oc3c(NC(=O)c4ccncc4)cccc3C(=O)N([C@H](C)CO)C[C@@H]2C)cc1 | -2.6 | 0.0 | -5.3 | ? | -4.2 | nt | -5.1
COc1ccc(NC(=O)c2cccc3c(-c4ccc(OC)cc4C)coc23)cc1 | 7.6 | -0.4 | 1.9 | 10.9 | 3.4 | -5.4 | 3.8
CC(=O)Nc1ccc(C2=CC(=O)C[C@H](c3ccc(Cl)cc3)C2)cc1 | -10.6 | nt | -6.1 | 8.2 | 4.6 | nt | -1.9
CCN(C(=O)c1cccs1)c1nc(-c2ccc(OC)cc2)cs1 | -1.8 | nt | nt | nt | 0.1 | 0.7 | -1.1
CCCCCC(=O)N1C[C@H](n2cc(C3CC3)nn2)[C@@H](O)C[C@@H]1c1ccc(C)cc1 | 1.3 | ? | -4.8 | 0.9 | -6.3 | 0.9 | -6.7
C[C@@H]1CCCCO[C@@H](CN(C)S(=O)(=O)c2ccc(Cl)cc2)[C@@H](C)CN([C@@H](C)CO)C(=O)c2cc(NS(=O)(=O)c3cccs3)ccc2O1 | 10.0 | -0.2 | 0.3 | nt | -5.6 | 11.5 | -4.2
COc1ccc(C2=NN(CN3C(=O)C(=O)c4ccccc43)C(c3cccc([N+](=O)[O-])c3)C2)cc1 (stereo not given) | -0.1 | nt | nt | nt | nt | 11.6 | 3.3
C[C@H](CO)N1C[C@H](C)[C@H](CN(C)C(=O)Nc2ccccc2)Oc2c(NC(=O)Nc3ccccc3)cccc2C1=O | -1.2 | -0.4 | 0.8 | -23.7 | -4.0 | -1.6 | -10.5

Just PglD inh, E-sel inducer and SIRT5 inh, for 3 of the compounds above:
structure | PglD inh | E-sel inducer | SIRT5 inh
CCC(=O)N1CCC2(CC1)CN(Cc1ccccn1)[C@H](CO)c1[nH]c3cc(OC)ccc3c12 | nt | 0.2 | -0.3
COc1ccc2c3c(n(C)c2c1)[C@H](CO)N(C(C)=O)CC31CN(C(=O)Nc2ccccc2F)C1 | nt | 0.1 | -1.7
COc1ccc(NC(=O)N(C)C[C@@H]2Oc3c(NC(=O)c4ccncc4)cccc3C(=O)N([C@H](C)CO)C[C@@H]2C)cc1 | -5.3 | 0.0 | nt

Continued:
SMILES | DENV2 CPE rescue | E-sel inducer | PglD inh | C2C12 statin | ERp5 block | SIRT5 inh | S100A4 MyoIIA
CCn1c(P(C)(=O)O)nc2cc(NC(=O)c3ccccc3Cl)ccc21 | -3.9 | -0.3 | nt | 4.0 | 4.6 | -0.1 | 3.5
C[C@H](CO)N1C[C@H](C)[C@@H](CN(C)C(=O)Nc2ccc(F)cc2)Oc2ccc(NC(=O)CCC(F)(F)F)cc2C1=O | ? | 0.1 | 1.1 | -6.5 | -3.4 | -4.9 | 13.1
CCCCC(CC)CNC(=O)C(=O)C1C(=O)Nc2ccccc21 (stereo not given) | ? | nt | nt | nt | -0.2 | 2.3 | 19.8
O=C(c1ccccc1)N1C[C@@H]2[C@H](c3ccccc31)[C@@H](CO)N2Cc1ccccc1F | -6.5 | -0.4 | 0.0 | 2.2 | 3.9 | 0.4 | 2.1
O=C(NC(=S)Nc1c(Cl)ccc2nsnc12)c1ccccc1F | ? | nt | 0.2 | 7.0 | -2.2 | 11.4 | 9.2
O=C(Nc1cccc([N+](=O)[O-])c1)NC1CCCCCCC1 | 17.9 | nt | -0.4 | -23.5 | 3.9 | -2.1 | 1.1
COc1cc(NC(=O)CN2C(=O)C(=O)N(CC(C)C)C2=O)cc(OC)c1 | -2.6 | 0.2 | 0.4 | 10.8 | 10.8 | -0.2 | -8.5
S=c1[nH]nc(-c2ccccn2)n1/N=C/c1c(Cl)cccc1Cl | 0.5 | nt | nt | nt | -3.7 | -2.4 | 14.0
CNC[C@@H]1Oc2ccc(NS(=O)(=O)c3c(C)noc3C)cc2CC(=O)N([C@H](C)CO)C[C@@H]1C | 1.8 | -0.1 | 1.4 | 31.7 | 1.0 | 3.6 | -0.6
CCCNC(=O)N1CC2(CCN(C(=O)CC)CC2)c2c(n(C)c3cc(OC)ccc23)[C@@H]1CO | 8.5 | -0.4 | nt | nt | -2.8 | 7.8 | 15.0
COC(=O)C[C@@H]1CC[C@@H]2[C@@H](COc3ccc(NC(=O)Nc4cccc(Cl)c4)cc3C(=O)N2C)O1 | -2.4 | 0.3 | 0.0 | 1.3 | 7.6 | 0.1 | -4.4
